# UCHL1 block: human UCHL1 deubiquitinase inhibition; 0.2% of 47,000 active; inhibition, % at 20 µM; AID 1645859; P09936; purified UCHL1, Ub-rhodamine cleavage fluorescence
# USP28 inh: blocks human USP28 ubiquitin-rhodamine cleavage. Q96RU2. purified USP28, Ub-rhodamine cleavage fluorescence, 30 min. inhibition, % at 25 µM. 3% of 47,000 active
# USP10 block: inhibitors of human USP10 deubiquitinase; purified USP10, Ub-rhodamine fluorescence, 60 min; inhibition, % at 20 µM; 1.1% of 47,000 active; AID 1645856
# USP17 inh: blocks human USP17 ubiquitin-rhodamine cleavage; A8MUK1; purified USP17, Ub-rhodamine cleavage fluorescence, 3 h; inhibition, % at 50 µM; 6.5% of 47,000 active; AID 1645855
# USP30 inh: inhibitors of human USP30 deubiquitinase; Q70CQ3; purified USP30, Ub-rhodamine cleavage fluorescence; inhibition, % at 25 µM; 5.3% of 47,000 active; AID 1645860
# OTUD3 inh: human OTUD3 deubiquitinase inhibition. AID 1645858. 0.7% of 47,000 active. purified OTUD3, Ub-rhodamine fluorescence, 2 h. inhibition, % at 25 µM. Q5T2D3
# USP8 block: inhibitors of human USP8 deubiquitinase; P40818; AID 1645853; 4.2% of 47,000 active; inhibition, % at 20 µM; purified USP8, Ub-rhodamine cleavage fluorescence, 30 min
# USP7 inh: inhibitors of human USP7 deubiquitinase | purified USP7, Ub-rhodamine cleavage fluorescence | inhibition, % at 20 µM | 0.3% of 47,000 active | AID 1645854
# Target sequence (Q93009 whole entry, looked up): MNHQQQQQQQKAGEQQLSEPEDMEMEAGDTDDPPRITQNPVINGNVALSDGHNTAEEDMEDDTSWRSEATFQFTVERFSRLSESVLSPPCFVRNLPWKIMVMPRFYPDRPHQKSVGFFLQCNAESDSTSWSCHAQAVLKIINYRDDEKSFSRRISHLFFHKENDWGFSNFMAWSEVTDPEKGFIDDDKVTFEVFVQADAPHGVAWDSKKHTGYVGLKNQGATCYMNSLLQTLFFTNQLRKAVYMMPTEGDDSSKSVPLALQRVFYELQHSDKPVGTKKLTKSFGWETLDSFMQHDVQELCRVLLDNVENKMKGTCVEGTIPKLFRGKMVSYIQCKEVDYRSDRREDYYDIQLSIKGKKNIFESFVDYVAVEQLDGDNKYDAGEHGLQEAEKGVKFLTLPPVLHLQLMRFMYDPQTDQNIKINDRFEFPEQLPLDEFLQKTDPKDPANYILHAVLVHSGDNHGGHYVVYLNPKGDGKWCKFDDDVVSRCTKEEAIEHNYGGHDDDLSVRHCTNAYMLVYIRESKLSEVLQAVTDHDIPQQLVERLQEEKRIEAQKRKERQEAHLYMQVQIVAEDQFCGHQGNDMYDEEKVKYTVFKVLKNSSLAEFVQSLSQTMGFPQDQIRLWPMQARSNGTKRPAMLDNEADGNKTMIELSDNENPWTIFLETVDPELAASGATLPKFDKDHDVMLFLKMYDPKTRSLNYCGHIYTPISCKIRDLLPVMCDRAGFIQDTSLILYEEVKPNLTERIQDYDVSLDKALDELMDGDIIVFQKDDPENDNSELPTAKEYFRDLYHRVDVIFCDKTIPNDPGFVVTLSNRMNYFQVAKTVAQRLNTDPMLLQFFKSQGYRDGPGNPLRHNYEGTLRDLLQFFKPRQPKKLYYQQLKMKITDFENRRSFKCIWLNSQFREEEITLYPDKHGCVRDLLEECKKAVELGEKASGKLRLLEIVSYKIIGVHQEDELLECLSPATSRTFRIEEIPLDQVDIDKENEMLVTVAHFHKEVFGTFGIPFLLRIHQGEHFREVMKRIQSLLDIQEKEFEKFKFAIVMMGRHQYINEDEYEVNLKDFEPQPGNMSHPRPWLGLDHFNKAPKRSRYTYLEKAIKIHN
# An asterisk follows results filed as active; i = inactive; . = not tested or not shown. Rule as the data show it: active = inhibition above about 30%; inactive = the rest.
UCHL1 block	USP28 inh	USP10 block	USP17 inh	USP30 inh	OTUD3 inh	USP8 block	USP7 inh	mol
1	7	-2	-7	-37	13	-6	-33	O=C1c2ccc(O)cc2OCC1c1ccc(O)cc1 (stereo not given)
-1	-30	3	-2	3	-2	-3	-1	CC(C)NC(=O)n1nccc1-c1cc(-c2ccccc2)no1
-4	0	-7	-14	0	0	5	-6	Cc1c(CN2CCC3(CC2)Nc2ccccc2C2=NCCN23)cnn1Cc1ccccc1
3	23	3	-9	2	11	-45	6	Cc1cc(NS(=O)(=O)c2ccc(NC(=O)c3ccc4nccnc4c3)cc2)no1
13	28	18	12	11	1	7	-174	Cc1ccccc1CCNCc1c(C(=O)O)n(Cc2ccc(Cl)cc2)c2ccccc12
0	.	-1	-1	.	3	-5	1	CNc1cncc(C2CCCN2C(=O)c2ccc(-n3cccn3)nc2)n1 (stereo not given)
0	-3	-2	-11	-14	0	6	0	CCOC(=O)[C@@H]1[C@H](c2ccccc2)[C@@H](NC(=O)N2CCOCC2)[C@H]2CCCN21
1	3	1	7	23	6	12	3	COc1cccc(C(=O)Nc2cccn3nc(C)nc23)c1
-1	1	0	-9	-4	10	-81	3	CCc1ccc(NC(=O)N2C[C@H]3CC[C@@]4(N=C(C)N(CC)C4=O)[C@H]3C2)cc1
1	19	4	0	-2	-1	4	-19	O=C(Nc1nc2c(s1)CCCC2)c1cccc(Br)c1
4	0	0	-49	10	18	2	5	CCCCNC(=O)Cc1c(C)[nH]n(-c2nc(C)c(C)s2)c1=O
-1	90*	4	-18	0	-9	3	-94	Cc1ccc(NC(=O)C2CCN(c3cncnc3N3CCCC3)CC2)cc1
-1	.	1	-18	.	-2	-3	2	Cn1c(=O)c2ncn(CC(=O)Nc3ccccc3C(=O)O)c2n(C)c1=O
0	-7	4	2	-1	2	13	3	O=c1c2[nH]c3ccc(Cl)cc3c2ncn1CCc1ccccc1
-9	16	-1	-4	18	2	-11	-33	COc1ccc(Cn2c(C(=O)O)c(CNC3CCCCCC3)c3ccccc32)cc1
2	12	0	6	8	12	11	-1	COC(=O)CSc1nc2ccccc2c(=O)n1Cc1ccco1
0	10	-1	7	18	9	17	4	Cc1cn2nnc(C(=O)NCc3cc(F)ccc3F)c2c(=O)[nH]1
0	0	1	4	3	9	12	3	Cc1ccc2c(c1)C(=O)N1CCCC1C(=O)N2CC(=O)N1CCN(C(C)C)CC1 (stereo not given)
5	23	8	19	42*	26	18	3	CC(C)CCN1Cc2c(C(=O)NCc3ccccc3)ncn2-c2ccccc2S1(=O)=O
-2	-7	23	-7	-38	1	23	4	Cc1ccc(NC(=O)Cn2cnc3c(c(C)c(C)n3-c3ccccc3)c2=O)c(C)c1
-3	-9	-4	-12	-45	-6	-5	3	CC(=O)Nc1cc2ccccc2nc1C1CCNCC1
3	0	-7	-2	-21	9	9	2	CC1=C(C(=O)OC2CCCCC2)C(c2cccs2)n2c(nc3ccccc32)N1 (stereo not given)
2	11	2	11	9	9	18	3	Cc1ccccc1NC(=O)NCCc1cn(C)c2ncccc12
-8	-25	-3	.	-72	-22	-6	-6	CC(C)(C)c1nnc(CN2CCCC2c2noc(C3CC3)n2)o1 (stereo not given)
3	10	1	4	8	12	1	2	NC(=O)CN1C(=O)CO[C@H]2CN(Cc3cnc4ccccc4c3)C[C@H]21
0	-1	3	-18	0	0	-47	-26	O=C1CC(c2ccc3c(c2)OCO3)c2cc3c(cc2N1)OCCO3 (stereo not given)
-2	-1	0	-38	10	-3	-6	-4	CCCCCC(O)/C=C/C(=O)O (stereo not given)
-2	-4	0	3	-10	-2	0	0	Cc1ccc(C(=O)N2CCCC3(CNC(=O)c4ccccc4O3)C2)cn1 (stereo not given)
-1	-6	2	-3	7	-1	-1	-2	O=C(NCC(c1ccsc1)N1CCOCC1)c1cccc(Cl)c1 (stereo not given)
0	5	9	15	43*	8	42*	10	Cc1ccc(NC(=O)CCc2nnc3c(=O)n(-c4cc(C)cc(C)c4)ccn23)cc1
-2	-3	0	-9	-7	-3	-10	-1	Cc1cnc(-c2nccnc2C2CCCN(C(=O)c3cccc(F)c3)C2)[nH]1 (stereo not given)
0	5	0	-3	2	4	7	1	Cc1cc(OCCC(C)C)n2nc(C3CCOCC3)cc2n1
-2	-1	-1	6	-4	-5	-16	-2	CCN1CCN(c2nc3ncn(CC(=O)Nc4cccc(F)c4)c(=O)c3s2)CC1
-4	-9	-2	-13	-14	-6	-2	-7	COCCNC(=O)CN1C(c2ccccc2)=CC(c2ccccc2)n2nnnc21 (stereo not given)
1	-2	0	-6	4	0	-9	1	C[C@H](NC(=O)[C@H](Cc1ccccc1)n1c(=O)[nH]c2ccccc2c1=O)C(=O)N1CCC(C(=O)O)CC1
3	7	1	0	-13	-4	-3	1	COc1ccc(-c2noc(-c3cn(Cc4ccc(N)cc4)cn3)n2)cc1OC
1	14	1	7	1	8	13	-1	CC(=O)c1cccc(NC(=O)CN2C(=O)CCc3ccccc32)c1
2	51*	29	57*	-27	31*	17	-35	O=C(COC(=O)c1cc(Cl)c2c(c1)OCO2)Nc1ccc2[nH]c(=O)[nH]c2c1
-1	-1	3	1	4	0	9	3	COc1cccc(-c2c(NC(=O)c3ccco3)n(C)c3ccccc3c2=O)c1
4	22	0	46*	81*	3	7	5	Cc1c(C)c2ccc(OCC(=O)NCc3ccncc3)c(C)c2oc1=O
7	-64	5	.	-179	-36	-74	16	Cc1ccc(C(=O)/C=C/c2ccc3c(c2)OCCO3)c(OCc2ccccc2)c1
-4	-7	-5	-7	-10	-3	-9	1	Cc1ccc(-c2nc(Cn3nnc(C(=O)O)c3C)c(C)o2)cc1
1	4	-1	-13	-3	8	-2	-2	CS(=O)(=O)N(Cc1ccco1)Cc1cc2ccccc2[nH]c1=O
6	0	3	8	0	8	7	-9	CC(=O)c1ccc(NC(=O)C(C)Sc2nnc(COc3ccc(C)cc3)n2Cc2ccccc2)cc1 (stereo not given)
1	5	-4	8	-2	1	16	5	c1cc(C2COCCN2Cc2ccnc(N3CCCC3)n2)[nH]n1 (stereo not given)
-44	-138	-3	-145	i	-154	-60	-39	COc1ccc(-n2c(C)cc(/C=C3/C(=N)N4C(c5ccccc5)=CSC4=NC3=O)c2C)cc1
1	1	-3	-1	0	4	-12	-4	Cc1cc(-c2cnc(N(C)C)nc2-c2ccc(CNC(=O)C3CCCO3)cc2)on1 (stereo not given)
1	-7	-2	-8	-28	-8	-12	-14	Cc1ccc2c(=O)c(C(=O)N3CCCC3)cn(CC(=O)Nc3ccc(F)c(F)c3)c2n1
-1	0	-2	-6	-29	0	-9	0	COc1cc(CO)ccc1OCc1nc2ccccc2nc1C
-1	8	-1	.	22	7	17	3	CC(NC(=O)C(=O)NCC1CCNCC1)c1ccccc1 (stereo not given)

# Rewritten as tab-separated lines: part of the list above.
molecule	UCHL1 block	USP28 inh	USP10 block	USP17 inh	USP30 inh	OTUD3 inh	USP8 block	USP7 inh
COc1cccc(-c2c(NC(=O)c3ccco3)n(C)c3ccccc3c2=O)c1	-1	-1	3	1	4	0	9	3
Cc1c(C)c2ccc(OCC(=O)NCc3ccncc3)c(C)c2oc1=O	4	22	0	46*	81*	3	7	5
Cc1ccc(C(=O)/C=C/c2ccc3c(c2)OCCO3)c(OCc2ccccc2)c1	7	-64	5	.	-179	-36	-74	16
Cc1ccc(-c2nc(Cn3nnc(C(=O)O)c3C)c(C)o2)cc1	-4	-7	-5	-7	-10	-3	-9	1
CS(=O)(=O)N(Cc1ccco1)Cc1cc2ccccc2[nH]c1=O	1	4	-1	-13	-3	8	-2	-2
CC(=O)c1ccc(NC(=O)C(C)Sc2nnc(COc3ccc(C)cc3)n2Cc2ccccc2)cc1 (stereo not given)	6	0	3	8	0	8	7	-9
c1cc(C2COCCN2Cc2ccnc(N3CCCC3)n2)[nH]n1 (stereo not given)	1	5	-4	8	-2	1	16	5
COc1ccc(-n2c(C)cc(/C=C3/C(=N)N4C(c5ccccc5)=CSC4=NC3=O)c2C)cc1	-44	-138	-3	-145	i	-154	-60	-39
Cc1cc(-c2cnc(N(C)C)nc2-c2ccc(CNC(=O)C3CCCO3)cc2)on1 (stereo not given)	1	1	-3	-1	0	4	-12	-4
Cc1ccc2c(=O)c(C(=O)N3CCCC3)cn(CC(=O)Nc3ccc(F)c(F)c3)c2n1	1	-7	-2	-8	-28	-8	-12	-14
COc1cc(CO)ccc1OCc1nc2ccccc2nc1C	-1	0	-2	-6	-29	0	-9	0

# Further results
UCHL1 block	USP28 inh	USP10 block	USP17 inh	USP30 inh	OTUD3 inh	USP8 block	USP7 inh	mol
-30	-14	-9	-17	-138	-24	-1	-17	O=c1c(-c2nc(C3CC3)no2)cccn1Cc1nc(-c2ccccc2Cl)no1
-6	-12	-5	.	-29	-9	-9	-6	Cc1ccc(NC(=O)NC2(c3noc(C)n3)CCCC2)cc1
2	4	-2	-19	0	0	3	0	O=c1c2c(nc3cc(C4CC4)[nH]n13)CCN(Cc1cccc(F)c1)C2
-4	48*	-2	42*	20	28	54*	1	CCc1ccc(NC(=O)CSc2[nH]c(=O)c(C(=O)O)cc2C#N)cc1
-3	-3	-3	6	10	-2	-12	0	COc1ccc(N2CC(C(=O)OCC(=O)Nc3ccc(C)cc3C)CC2=O)cc1 (stereo not given)
-6	-61	-5	-72	-175	-47	-12	-2	CC(C)N1CC[C@@H]2[C@H](C1)CN2S(=O)(=O)c1ccccc1
-3	-2	0	2	0	0	-19	-5	O=C(c1cc2ccccc2o1)N1CCN=C1SCc1cccnc1
3	12	5	30	10	3	19	-13	Cc1cccc(C(=O)N2CCc3cc(-c4nc(NC(=O)CN(C)C5CCCCC5)sc4C)ccc32)c1
-2	-16	1	-11	17	3	-6	-9	CCOC(=O)c1cc(-c2ccc(C)cc2)n(CCC(=O)Nc2ncccc2C)c1C
3	1	4	11	10	8	9	7	Cc1ccc(-c2c(C(=O)O)sc3c2NC(=O)CC3c2cccc(F)c2)cc1 (stereo not given)

# OTUD3 inh: entries above that show a hit.
UCHL1 block	USP28 inh	USP10 block	USP17 inh	USP30 inh	OTUD3 inh	USP8 block	USP7 inh	mol
2	51*	29	57*	-27	31*	17	-35	O=C(COC(=O)c1cc(Cl)c2c(c1)OCO2)Nc1ccc2[nH]c(=O)[nH]c2c1

# The list goes on.
UCHL1 block	USP28 inh	USP10 block	USP17 inh	USP30 inh	OTUD3 inh	USP8 block	USP7 inh	mol
-1	10	3	16	11	7	20	6	Fc1ccc(-c2cc(C(F)(F)F)nc(-n3nnc4ccccc43)n2)cc1
3	3	2	9	0	-12	34*	3	NS(=O)(=O)c1ccc(C(=O)Nc2cccc(-c3ccc4nncn4n3)c2)cc1
1	10	-1	7	9	6	10	0	Fc1cccc(C2(c3nnc(C4CC4)o3)CCOCC2)c1
-4	15	0	31*	33*	-4	-2	-2	Cc1nn(-c2ccc(F)cc2F)c2c1C(C(=O)c1cc3ccccc3o1)CC(=O)N2 (stereo not given)
2	0	5	3	-5	2	3	3	OC(CNCc1cccs1)c1ccccc1 (stereo not given)
-1	-1	0	-13	-20	-7	0	-1	CCCCN1CCN(C(=O)c2snc(-c3ccccn3)c2N)CC1
7	4	7	17	12	9	22	9	Cc1ccc(C(=O)N2CCc3c(c(-c4nc(-c5ccccc5)no4)nn3C)C2)cc1C
-1	-4	-1	-26	-95	-4	-1	.	O=C(NCc1ccco1)c1cc(F)cc2c1OCOC2
7	7	13	17	11	10	16	6	Cc1cccc(NS(=O)(=O)c2cc(C(=O)Nc3ccccc3)ccc2Cl)c1
0	17	-1	66*	18	-1	0	-12	N#Cc1c(Cl)cccc1Oc1ccc(S(=O)(=O)N2CCC(O)CC2)cc1
1	9	15	27	-62	0	34*	-7	Cc1cccc(C(=O)Nc2nnc(Cc3cn(C)c4ccccc34)s2)c1
-12	9	-7	3	-56	-14	-5	-9	CCN1C(=O)c2cccnc2Sc2cc(NC(=O)CCc3ccccc3)ccc21
1	1	2	19	12	-1	0	-15	COC(=O)CSc1nnc(-c2c[nH]c3ccccc23)n1-c1cc(OC)ccc1OC
-1	-12	2	-1	1	0	-5	-1	CC(C)CC(=O)N1CCN(C(=O)COc2ccc3ccccc3c2)CC1
0	-7	0	2	0	2	0	-1	O=C(Cc1ccc(F)c(F)c1)NCc1cnc(C2CCCCO2)nc1 (stereo not given)
6	23	22	54*	34*	4	2	8	O=S(=O)(Nc1ccc(O)cc1)c1ccc2oc3ccc(S(=O)(=O)Nc4ccc(O)cc4)cc3c2c1
1	3	47*	16	31*	-29	64*	22	COc1ccc(NC(=O)Cn2c(C)cc(=O)n3nc(-c4cccc(C)c4)nc23)cc1
1	-7	1	-18	-18	-6	-63	0	COc1cccc(NC(=O)N2CCC3(CC2)CN(CC(C)C)CC32CCN(C)C2=O)c1 (stereo not given)
